Screening results (PubChem BioAssay)
OX1R antag-1 = human HCRTR1 antagonism | CHO/OX1R cells, Fluo-8 calcium fluorescence, orexin A | AID 434989 | 330,000 tested, 0.43% active | inhibition, % at 5 µM;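 active = inhibition above its plate's threshold, mean inhibition of all tested compounds on the plate plus 3 SD, cut at about 37% in these data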;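 note: 0% = orexin A challenge wells and 100% = SB-334867-A antagonist wells; not every result past the cut was called active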
Target sequence (O43613 whole entry, looked up): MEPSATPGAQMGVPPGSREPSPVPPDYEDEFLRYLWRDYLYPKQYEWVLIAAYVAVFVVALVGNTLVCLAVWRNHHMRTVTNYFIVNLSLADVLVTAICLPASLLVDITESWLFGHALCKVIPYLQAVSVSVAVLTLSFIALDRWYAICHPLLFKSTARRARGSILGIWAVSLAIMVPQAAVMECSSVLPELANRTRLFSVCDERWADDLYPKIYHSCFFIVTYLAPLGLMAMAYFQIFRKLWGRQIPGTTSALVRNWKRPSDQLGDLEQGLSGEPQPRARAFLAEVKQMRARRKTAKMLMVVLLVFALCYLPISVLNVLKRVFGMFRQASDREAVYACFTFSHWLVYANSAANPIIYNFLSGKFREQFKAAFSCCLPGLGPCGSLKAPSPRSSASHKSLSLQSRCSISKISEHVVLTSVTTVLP
STK33 kinase inh = blocks human STK33 kinase activity; purified STK33, MBP phosphorylation, ADP-Glo luminescence; inhibition, % at 10 µM; 320,000 tested, 0.073% active;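 active = inhibition at or above 25%, using the most active replicate where run in duplicate; inactive = inhibition below 25%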
Target sequence (Q9BYT3 whole entry, looked up): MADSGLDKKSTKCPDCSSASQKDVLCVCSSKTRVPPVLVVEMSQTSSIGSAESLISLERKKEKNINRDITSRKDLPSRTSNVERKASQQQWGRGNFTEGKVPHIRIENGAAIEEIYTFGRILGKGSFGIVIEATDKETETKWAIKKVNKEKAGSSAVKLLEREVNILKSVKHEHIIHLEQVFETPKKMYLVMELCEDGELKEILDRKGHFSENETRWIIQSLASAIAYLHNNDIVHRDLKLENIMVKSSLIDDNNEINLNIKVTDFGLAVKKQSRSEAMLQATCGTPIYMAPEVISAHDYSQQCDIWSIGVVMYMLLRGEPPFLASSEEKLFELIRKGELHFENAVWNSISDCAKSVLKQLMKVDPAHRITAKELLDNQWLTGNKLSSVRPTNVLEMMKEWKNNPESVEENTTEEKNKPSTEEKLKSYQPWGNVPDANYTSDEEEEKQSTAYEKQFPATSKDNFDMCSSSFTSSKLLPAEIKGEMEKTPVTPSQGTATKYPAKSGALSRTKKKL
OX1R antag-2 = blocks the human orexin 1 receptor. inhibition, % at 6.6 µM. AID 485270. O43613. OX1R-expressing cells, FRET antagonist read-out. 330,000 tested, 1.8% active; in the data active = inhibition mostly above about 38%, no sharp cut-off; inactive = mostly below about 40%;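 note: 0% = agonist challenge alone and 100% = reference antagonist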
An asterisk follows results filed as active; . = no result given.

SMILES | OX1R antag-1 | STK33 kinase inh | OX1R antag-2
Cc1ccccc1-n1c(-c2ccc(=O)[nH]n2)n[nH]c1=S | -19 | -1.0 | 21
COc1ccc(C(C(=O)NCc2ccc(F)cc2)N(Cc2cccnc2)C(=O)c2snc(C(N)=O)c2N)cc1 (stereo not drawn) | -30 | -1.4 | 0
Cc1ccc(OCC(=O)NCCCNC(=O)c2ccco2)cc1C | -12 | 0.1 | 24
CC(=O)Nc1ccc(N(C(=O)Cn2nnc3ccccc32)C(C(=O)NC2CCCC2)c2ccc(O)c(O)c2)cc1 (stereo not drawn) | -2 | -1.9 | 2
CC(Oc1ccc(Br)cc1)C(=O)Nc1ccncc1 (stereo not drawn) | 0 | 1.0 | 14
Clc1cccc(Cl)c1CNCCCSc1ncccn1 | -19 | 0.1 | 9
CC(C)Oc1ccccc1OCCCOc1cccc2cccnc12 | -23 | 0.9 | 28
COc1ccc2nc(/C=N/NC(=O)[C@H](C)NC(=O)OC(C)(C)C)ccc2c1 | -11 | 0.6 | 19
CC(=O)c1cccc(S(=O)(=O)N2CCC(C(=O)OC3CCOC3=O)CC2)c1 (stereo not drawn) | -9 | 0.7 | -1
O=C(COC(=O)c1ccc2ncsc2c1)NCc1ccc(F)cc1 | -16 | -0.6 | 3
N#CCCN(CCC#N)S(=O)(=O)c1ccc(C(=O)Nc2nc(-c3ccccc3)c(C(=O)c3ccccc3)s2)cc1 | 1 | -0.2 | 4
C[C@H](CO)N1C[C@H](C)[C@@H](CN(C)Cc2ccncc2)Oc2c(NC(=O)Cc3ccccc3)cccc2C1=O | -22 | 0.4 | 4
COCCNC(=O)CCn1nc(-c2ccc(C)cc2)c2ccccc2c1=O | -20 | 0.3 | 1
O=C(Cc1ccc(Br)cc1)Nc1nc2ccccc2[nH]1 | -12 | 0.6 | 9
CCCCn1c(N)c(N(CCC(C)C)C(=O)c2cc(S(=O)(=O)N3CCOCC3)ccc2F)c(=O)[nH]c1=O | -43 | -0.8 | 18

2 of the compounds above, in CSV form:
Structure,OX1R antag-1,STK33 kinase inh,OX1R antag-2
COc1ccc(C(C(=O)NCc2ccc(F)cc2)N(Cc2cccnc2)C(=O)c2snc(C(N)=O)c2N)cc1 (stereo not drawn),-30,-1.4,0
Cc1ccc(OCC(=O)NCCCNC(=O)c2ccco2)cc1C,-12,0.1,24

Following part:
SMILES | OX1R antag-1 | STK33 kinase inh | OX1R antag-2
O=c1c2c(O)cc(O)cc2oc2c(O)ccc(O[C@H]3O[C@@H](CO)[C@H](O)[C@@H](O)[C@@H]3O)c12 | -10 | 21 | 9
COc1cc(/C=C/C(=O)NNc2c(F)c(F)cc(F)c2F)ccc1OC(F)F | -17 | -0.8 | 30
O=C(COC(=O)c1ccccc1SCC(=O)N1CCCC1)Nc1ccccc1OC(F)F | -20 | -0.7 | 12
CCC(=O)N1CCc2cc(S(=O)(=O)N3CCc4ccccc43)ccc21 | -5 | -0.7 | 34
O=C(Nc1cccnc1Cl)c1ccc(Cl)cc1 | -14 | -0.3 | 5
Cc1ccc(NC(=O)CSc2ncccn2)cc1S(=O)(=O)N1CCCCC1 | -26 | -0.5 | 10
COc1cc2c(cc1OC)C(c1ccccc1C)CC(=O)N2 (stereo not drawn) | -24 | -0.2 | -7
COc1ccccc1CNC(=O)N1CCN(S(=O)(=O)c2ccc(C)cc2)CC1 | -17 | 0.1 | 11
COc1ccc([C@H]2CC(=O)C=C(c3cccc4c3Oc3ccccc3S4)C2)cc1OC | -24 | -2.1 | 12
Cc1c(C(=O)N2CCCCC2)sc(NC(=O)c2ccco2)c1C#N | -42 | 0.5 | 5
CCOCCCNC(=O)C(c1ccc(Cl)cc1)N(Cc1ccc2c(c1)OCO2)C(=O)CNC(C)=O (stereo not drawn) | -7 | -1.8 | 9
O=C1[C@@H]2Cc3c([nH]c4ccccc34)CN2C(=O)CN1CCCCCO | -5 | 0.4 | 9
Cc1ccc(C)c(S(=O)(=O)Nc2ccc(C(=O)N3CCC3)cc2)c1 | -26 | -1.4 | 17
O=C(NNS(=O)(=O)c1ccc(C(F)(F)F)cc1)c1cnn(-c2ccccc2)c1C(F)(F)F | -21 | -5.4 | 0
Cc1ccc(C(=O)n2nnc3ccccc32)cc1 | -8 | -1.9 | 7
O=[N+]([O-])c1ccc(Nc2nccc(Cl)n2)cc1 | -18 | 0.3 | 40
Nn1cnc2c([nH]c3ccccc32)c1=O | -16 | 0.1 | 12
CCOc1ccc(OC(=O)NC(c2ccccc2)C(Cl)(Cl)Cl)cc1 (stereo not drawn) | -17 | -1.7 | 11
COc1ccc(OC)c(NC(=O)CSc2nnc(CCCO)n2-c2ccccc2)c1 | -15 | -0.8 | 4
CCn1c(CNC(=O)c2ccco2)nnc1SCC(=O)Nc1cc(C)c(C)cc1Br | -17 | 0.2 | 4
Cc1ccc(CN2CCCC(CO)(Cc3ccccc3C)C2)s1 (stereo not drawn) | -7 | 0.1 | 10
CN(CC(=O)Nc1cccc(F)c1)C(=O)c1cc(=O)[nH]c2ccccc12 | 1 | 0.7 | 0
CCOc1ccc(C2C(C(=O)c3ccc(C)o3)=C(O)C(=O)N2c2nc(C)c(C(=O)OC)s2)cc1 (stereo not drawn) | -29 | 0.2 | -11
CCCN1C(=S)SC(C)(C)C1/[N+]([O-])=C/c1cccnc1 (stereo not drawn) | -13 | -0.3 | 6
NS(=O)(=O)c1ccc(NC(=O)CSc2nnc(-c3ccc(O)cc3)o2)cc1 | -1 | 6.8 | 17
COc1cc(C2CC(C(F)(F)F)n3ncc(C(=O)O)c3N2)cc(OC)c1OC (stereo not drawn) | -23 | -0.5 | 5
CCn1c(CN2CCN(c3ccc(OC)cc3)CC2)nc2cc(S(=O)(=O)N(C)C)ccc21 | -14 | -2.0 | 3
COc1ccccc1CNC(=O)C1CCN(S(=O)(=O)c2c(C)noc2C)CC1 | -9 | -0.1 | 11
Cc1cc(Br)c(OCc2ccc(C(=O)N/N=C3\CC4CC=CC34)cc2)c(Br)c1 (stereo not drawn) | 2 | -0.9 | 14
C/C(=N\OC(=O)Nc1ccccc1)c1ccc(C)cc1 | -12 | 0.5 | 10

As entered above.
OX1R antag-2 result of `CN(CC(=O)Nc1cccc(F)c1)C(=O)c1cc(=O)[nH]c2ccccc12` is entered as 0
OX1R antag-2 result of `CCCN1C(=S)SC(C)(C)C1/[N+]([O-])=C/c1cccnc1` (stereo not drawn) is entered as 6
OX1R antag-1 result of `Cc1cc(Br)c(OCc2ccc(C(=O)N/N=C3\CC4CC=CC34)cc2)c(Br)c1` (stereo not drawn) is entered as 2
STK33 kinase inh result of `COc1ccccc1CNC(=O)C1CCN(S(=O)(=O)c2c(C)noc2C)CC1` is entered as -0.1
STK33 kinase inh result of `COc1ccc(OC)c(NC(=O)CSc2nnc(CCCO)n2-c2ccccc2)c1` is entered as -0.8
STK33 kinase inh result of `C/C(=N\OC(=O)Nc1ccccc1)c1ccc(C)cc1` is entered as 0.5

Following part:
SMILES | OX1R antag-1 | STK33 kinase inh | OX1R antag-2
CCC(C)NC(=O)c1c(C)cc(=O)oc1C (stereo not drawn) | -6 | -0.7 | 7
O=C(CN1CCc2ccccc21)NCc1ccc2c(c1)OCO2 | -11 | -0.9 | 10
COc1ccc(NS(=O)(=O)c2cccc(C(=O)NC3CCC(O)CC3)c2)cc1 (stereo not drawn) | 7 | -1.4 | 25
O=C(CSc1ncccc1-c1nc2ccccc2[nH]1)N1CCN(c2ccccc2F)CC1 | -41 | 2.7 | 3
O=C(Nc1ccccc1)N1CCN(C2c3ccccc3-c3ccccc32)CC1 | 1 | -0.7 | 1
Cc1[nH]n(-c2ccccc2)c(=O)c1/C=N/Nc1nncc(-c2ccccc2)n1 | 2 | -1.0 | 80*
CCn1nc(C(=O)OCC(=O)N2CCc3ccccc32)c2ccccc2c1=O | -43 | -4.8 | 21
CC(C)C(NC(=O)c1cccc(S(=O)(=O)N2CCOCC2)c1)C(=O)NCCc1ccccn1 (stereo not drawn) | -8 | -1.6 | 28
Cc1cc(Cl)ccc1OCC(=O)Nn1c(C)ccc1C | -25 | -1.8 | 17
O=C(c1ccc(N2CCCC2)c([N+](=O)[O-])c1)N1CCc2ccccc2C1 | -23 | -0.5 | 14
Cc1ccc(F)cc1NC(=O)CSCc1nc2sc(C)c(C)c2c(=O)[nH]1 | -16 | -0.6 | 26
CCC1C(O)=C(c2ccccn2)C(=N)N1c1ccccc1 (stereo not drawn) | 7 | -0.9 | 19
CCc1nnc(SCC(=O)Nc2ccc(C(C)=O)cc2)nc1CC | -17 | -1.3 | 16
Cc1cc(C)c(S(=O)(=O)Nc2nnc(C)s2)c(C)c1 | -6 | -1.6 | 0
CC(C)(C)NC(=O)Cn1cnc([N+](=O)[O-])n1 | 1 | 1.5 | 12
COc1cc(/C=C/C(=O)O)cc(S(=O)(=O)Nc2ccc3nc(C)sc3c2)c1OC | -15 | -0.4 | 7
N#Cc1cc2cc3ccccc3nc2n2c(=O)c3ccccc3nc12 | -21 | . | 28
Cc1sc(NC(=O)C2CCCCC2C(=O)O)c(C(N)=O)c1-c1ccccc1 (stereo not drawn) | -27 | -1.7 | 34
CCOC(=O)c1c(S(=O)(=O)NCC(=O)N2CCN(c3ccc(F)cc3)CC2)c(C)n(C)c1C | -16 | 0.1 | 9
Cc1c(C(=O)NC2=NCCS2)oc2ccccc12 | -15 | 2.2 | 15
COCCNC(=S)N(Cc1cccnc1)Cc1ccc(OC)c(OC)c1 | -8 | -1.2 | 7
Cc1ccc(Cn2c(Sc3nccc(C)n3)nc3c2c(=O)[nH]c(=O)n3C)cc1 | -13 | 0.0 | 10
Cc1cc(C)cc(NC(=O)C2CCCN2C(=O)Oc2ccccc2)c1 (stereo not drawn) | -4 | -2.0 | 9
COc1ccccc1OC(C)C(=O)O (stereo not drawn) | -18 | -0.3 | 6
CCOCCn1c(=NC(=O)/C=C/c2ccccc2Cl)sc2cc(NC(C)=O)ccc21 | -11 | -1.6 | 18
CN(C)CCN(C(=O)c1ccc2ccccc2c1)c1nc2ccc(Br)cc2s1 | -12 | -1.1 | 1
O=S(=O)(/C=C/c1ccccc1)N1CCNCC1 | -22 | 0.0 | 22
O=C(CCC1COc2ccccc2O1)NCc1ccccc1 (stereo not drawn) | -26 | -0.5 | 15
Cc1ccc(S(=O)(=O)N2CCC(C(=O)NC3CC3)CC2)cc1 | -3 | -4.2 | 2
COC(=O)c1c(-c2cc(C)ccc2C)csc1NC(=O)C1CC=CCC1C(=O)O (stereo not drawn) | 4 | -1.7 | 45

For reference, part of the list above.
SMILES | OX1R antag-1 | STK33 kinase inh | OX1R antag-2
COc1ccccc1OC(C)C(=O)O (stereo not drawn) | -18 | -0.3 | 6
CCOCCn1c(=NC(=O)/C=C/c2ccccc2Cl)sc2cc(NC(C)=O)ccc21 | -11 | -1.6 | 18
CN(C)CCN(C(=O)c1ccc2ccccc2c1)c1nc2ccc(Br)cc2s1 | -12 | -1.1 | 1
O=S(=O)(/C=C/c1ccccc1)N1CCNCC1 | -22 | 0.0 | 22
O=C(CCC1COc2ccccc2O1)NCc1ccccc1 (stereo not drawn) | -26 | -0.5 | 15
Cc1ccc(S(=O)(=O)N2CCC(C(=O)NC3CC3)CC2)cc1 | -3 | -4.2 | 2
COC(=O)c1c(-c2cc(C)ccc2C)csc1NC(=O)C1CC=CCC1C(=O)O (stereo not drawn) | 4 | -1.7 | 45

Next records.
SMILES | OX1R antag-1 | STK33 kinase inh | OX1R antag-2
CCOc1ccc(N=Cc2ccc3ccccc3c2)cc1 | 2 | -1.3 | 2
O=C(NC(=S)Nc1ccccc1CO)C1CCCCC1 | -14 | -0.4 | 5
CCOc1cc(CNCCN2CCOCC2)ccc1OCc1ccccc1Cl | -18 | 0.6 | 9
COc1ccc(C(=O)n2nnc3ccccc32)cc1OC | 1 | -0.1 | 15
CC(=O)Nc1ccc(S(=O)(=O)NCCN2CCNC2=O)cc1Cl | -5 | -0.7 | 22
Cn1nnnc1NCc1ccc(Cl)c(Cl)c1 | -11 | -0.1 | 18
Cn1c(SCC(=O)c2ccc3c(c2)Cc2ccccc2-3)nnc1-c1ccccc1 | -19 | -0.1 | 40
CCOC(=O)C1CCN(S(=O)(=O)c2cn(C)c(C)n2)CC1 | -7 | 0.4 | 15
CC(NC(=O)c1ccccc1Br)c1ccc2c(c1)CCCC2 (stereo not drawn) | 15 | -1.7 | 11
O=c1cc2c(nn1Cc1ccc(F)cc1)-c1ccccc1CC2 | -22 | -1.6 | 5
CCCCOc1ccc(N2CC(C(=O)NCc3ccco3)CC2=O)cc1 (stereo not drawn) | -2 | -0.9 | 7
C/C(=N\NC(=O)CCC(=O)Nc1ccccc1)c1cccs1 | -5 | -0.8 | 3
CN(C)S(=O)(=O)c1ccc(C(=O)N2CCC(c3nc4ccccc4o3)CC2)cc1 | -20 | 1.0 | 8

Outcome played no part in choosing rows. Share with any hit: about 2.2%.
